sdo1 growth = compounds rescuing growth of sdo1-depleted yeast, bone marrow failure model. S. cerevisiae sdo1-depleted JHY4D growth rescue, OD600 30 h; stronger effect = higher value; pdr5 snq2 efflux-pump mutant strain. z-score at 10 µM. 140,000 compounds, 0.21% hits. AID 817;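 active = z-score above 3 at both the 24 hr and the 30 hr optical density reads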;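 note: z-score against mean and SD of all compound wells on the same plate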
Insulin prom inh = TRM-6 insulin promoter activity inhibition; TRM-6 cells (human fetal islet line), insulin promoter-eGFP reporter, imaging; reporter expression induced with tamoxifen; inhibition, % at 2 µM; 130,000 compounds, 0.9% hits; AID 1273;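 active = inhibition above the mean plus 3 SD, with well images judged a real hit on visual review, cut at about 60% in these data, passing the limit was not always enough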
sdo1 growth Rescue 24 h = further read-out of sdo1 growth, marked with its call; z-score; S. cerevisiae sdo1-depleted JHY4D growth rescue, OD600; measured here: growth rescue at 24 h;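 0 is the plate mean of compound wells and units are plate SD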
* marks the source's active call; other numbers are inactive results; · = not tested or not shown.

1) COc1ccc([N+](=O)[O-])cc1C1NN=C(c2cccc3ccccc23)S1 (stereo unspecified)
2) COc1ccccc1OCCCn1c(C)c(C#N)c2ccccc21
3) CCOc1cc(CNCC(O)c2ccccc2)cc(Cl)c1OC (stereo unspecified)
4) CCN1CCN(CCCNC(=O)c2cn(CCOC)c(=O)c3c2c2ccccc2n3C)CC1
5) Cc1cc(N2CCN(C)CC2)ccc1NC(=O)c1cccc(S(=O)(=O)N2CCc3ccccc3C2)c1
6) O=C(CCC(=O)Nc1ccccc1)NNC(=O)C(c1ccccc1)c1ccccc1
7) NC(=O)c1c(NC(=O)Cc2cccs2)sc2c1CCC2
8) CCOC(=O)C1CCN(C(=O)CCS(=O)(=O)c2ccc3c(c2)CCN3C(C)=O)CC1
entry no. | 1 | 2 | 3 | 4 | 5 | 6 | 7 | 8
sdo1 growth | -0.79 | -1.76 | · | 1.04 | · | 0.68 | -0.47 | 0.84
sdo1 growth Rescue 24 h | -1.29 | -1.27 | · | 0.27 | · | -0.21 | -0.2 | 0.58
Insulin prom inh | -150.0 | -28.6 | -5.0 | -78.7 | -35.7 | 37.0 | -32.3 | -19.4

9) O=C(Nc1ccnc(-c2ccncc2)n1)c1ccccc1Cl
10) CC1(C)CC(N(Cc2ccco2)C(=O)Cc2ccccc2)CCO1 (stereo unspecified)
11) CCn1cc(CNC(=O)CCc2ccc(OC)cc2)cn1
12) COc1ccc(-c2nn(CCC(=O)O)cc2/C=C/C(=O)O)cc1[N+](=O)[O-]
13) CCCCc1c(C)c2ccc(OC)c(/C(C)=N\O)c2oc1=O
14) COc1ccc(NC(=O)CCn2nc(C)cc2C)cc1
15) COc1ccc(CNCC(O)(c2ccc(Cl)cc2)c2ccc(Cl)cc2)cc1OC
16) COc1ccc(NC(=O)COC(=O)CNS(=O)(=O)c2ccc(C)cc2)c(OC)c1
entry no. | 9 | 10 | 11 | 12 | 13 | 14 | 15 | 16
sdo1 growth | · | -0.39 | 0.95 | 0.39 | -1.09 | 0.69 | -1.09 | 0.34
sdo1 growth Rescue 24 h | · | -1.2 | 0.69 | 0.08 | -1.36 | 0.8 | -1 | 0.43
Insulin prom inh | 33.3 | 50.0 | 18.2 | 14.3 | · | · | · | -6.7

17) CCOC(=O)N1CCN(C(=O)COc2cc(=O)n(C)c3ccccc23)CC1
18) CCOC(=O)c1cnc(-c2ccccc2)nc1Oc1ccc(C)cc1
19) CC(C)(C)c1ccc(NC(=O)COC(=O)c2ccc([N+](=O)[O-])s2)cc1
20) COc1ccc2[nH]c(=O)c(CN(C(=O)c3ccncc3)C(C)C)cc2c1
21) O=C1CC(c2cccc(Cl)c2)CC(O)=C1C=NC1CCCC1 (stereo unspecified)
22) CC(=O)Nc1nonc1-c1nc2ccccc2n1N(C(C)=O)C(C)=O
23) CC(C)(C)C(=O)NC(=S)NNC(=O)c1ccncc1
24) Cc1ccc(OCC(O)CN2CCN(c3ccccc3)CC2)cc1 (stereo unspecified)
entry no. | 17 | 18 | 19 | 20 | 21 | 22 | 23 | 24
sdo1 growth | 1.28 | -1.37 | -1.7 | 0.78 | -0.48 | 0.75 | · | 0.57
sdo1 growth Rescue 24 h | 0.58 | -0.42 | -1.42 | 0.35 | -0.73 | 1.27 | · | 0.6
Insulin prom inh | 1.2 | 14.3 | 23.7 | -35.1 | -44.8 | -16.1 | 54.5 | ·

25) O/N=C/c1cccnc1Sc1ccccc1
26) CCOc1ccc(CN(C(=O)c2ccco2)C2CCS(=O)(=O)C2)cc1 (stereo unspecified)
27) Cc1ccc(NC(=O)CSc2nc3c(c(=O)[nH]2)CCC3)cc1C
28) CCCn1c(SCC(=O)Nc2cccc(C)n2)nnc1-c1ccco1
29) COc1ccc2nc(NC3=NCCC3)sc2c1
30) COc1ccc(C(c2nnnn2C2CCCC2)N2CCN(C3CCCC3)CC2)cc1OC (stereo unspecified)
31) CC(=O)Oc1ccc2oc(C)c(C(=O)N3CCOCC3)c2c1
32) Cc1cc(C)cc(C(=O)NCCCc2ccccc2)c1
entry no. | 25 | 26 | 27 | 28 | 29 | 30 | 31 | 32
sdo1 growth | · | 0.36 | 0.12 | -0.25 | -0.07 | 0.52 | 0.69 | ·
sdo1 growth Rescue 24 h | · | -0.98 | -0.6 | -0.19 | -0.15 | 1.24 | -0.29 | ·
Insulin prom inh | 0.0 | -24.2 | -35.7 | 16.1 | 42.9 | 20.9 | · | 2.9

33) N/C(Cc1ccc(Cl)cc1)=N\OC(=O)c1ccccc1
34) CCCN(Cc1cc2ccc(C)cc2[nH]c1=O)C(=O)c1ccccn1
35) CC(C)C(c1nnnn1C(C)(C)C)N1CCC(Cc2ccccc2)CC1 (stereo unspecified)
36) Cc1cc(=O)n2[nH]c(N)c(N=Nc3ccccc3)c2n1
37) CCC(C)N1CCN(S(=O)(=O)c2ccc(NC(C)=O)cc2)CC1 (stereo unspecified)
38) COc1ccccc1OCCNC(=O)/C=C/c1ccc([N+](=O)[O-])cc1
39) Cc1ccc(CN2CC(C(=O)Nc3cccc(S(=O)(=O)N4CCCCC4)c3)CC2=O)cc1 (stereo unspecified)
40) O=C(CSc1n[nH]c(-c2cccs2)n1)NCc1ccc2c(c1)OCO2
entry no. | 33 | 34 | 35 | 36 | 37 | 38 | 39 | 40
sdo1 growth | -1.77 | 0.81 | -1.04 | 1.27 | · | -0.07 | -0.45 | -0.07
sdo1 growth Rescue 24 h | -0.3 | 0.77 | -0.95 | 0.45 | · | -0.35 | -1.43 | -0.35
Insulin prom inh | -273.3 | · | -31.2 | 3.3 | 0.0 | 37.9 | 11.1 | -386.7

41) COC(=O)c1ccc(NC(=O)CSc2nc(C)cc(=O)[nH]2)cc1
42) O=C(Nc1cccc2cccc(NC(=O)c3ccco3)c12)c1ccco1
43) O=C(CN1CCSCC1)N/N=C/c1ccccc1F
44) COCC(C)NCc1cccc(C)c1 (stereo unspecified)
45) Cc1ccc(Nc2cccccc2=O)cc1
46) O=C(CSc1nnc(-c2ccccc2F)o1)OCc1ccccc1
47) [N-]=[N+]=CC(=O)CCCN1C(=O)c2ccccc2C1=O
48) O=C(c1ccccc1)c1nc[nH]c1C(=O)Nc1ccccn1
entry no. | 41 | 42 | 43 | 44 | 45 | 46 | 47 | 48
sdo1 growth | 0.25 | -0.02 | -0.12 | -0.2 | -0.66 | -0.26 | 0.35 | 0.14
sdo1 growth Rescue 24 h | -0.18 | 1.6 | -0.52 | -0.79 | -0.56 | -0.58 | -0.3 | 0.51
Insulin prom inh | 62.5 | -317.1 | · | -15.4 | · | -321.1 | -33.3 | ·

49) COc1ccc(NC(=O)CSc2nnc(Cc3cccs3)n2-c2ccc(C)cc2)cc1
50) CCCCN(C)CCC(=O)Nc1ccc(OC)cc1OC
51) Cc1ccc(NC(=S)N2CCCN(Cc3ccc(F)cc3)C2)c(C)c1
52) O=C(CN1CCN(c2ccccc2F)CC1)Nc1ccccc1F
53) Cc1cccc(NC(=S)N(CCN(C)C)C(C)c2cccnc2)c1 (stereo unspecified)
54) CCOC(=O)C(NC(=O)c1ccccc1)(Nc1nnc(C)s1)C(F)(F)F (stereo unspecified)
55) Cc1nc2ccccc2n1CC(=O)N/N=C\c1ccccn1
56) Cc1cc(C(=O)CN2C(=O)C(=O)N(Cc3ccccc3)C2=O)c(C)n1-c1ccccc1F
entry no. | 49 | 50 | 51 | 52 | 53 | 54 | 55 | 56
sdo1 growth | -0.75 | 0.21 | · | 0.11 | · | 1.02 | 1.37 | ·
sdo1 growth Rescue 24 h | -1.36 | 0.04 | · | -0.37 | · | 0.92 | 0.39 | ·
Insulin prom inh | -5.6 | -36.8 | -33.3 | -267.4 | -35.7 | -81.0 | · | 27.3

Part of the list above, with values under each structure.
Results follow in this order: sdo1 growth	sdo1 growth Rescue 24 h	Insulin prom inh
[39] Cc1ccc(CN2CC(C(=O)Nc3cccc(S(=O)(=O)N4CCCCC4)c3)CC2=O)cc1 (stereo unspecified)
 : -0.45	-1.43	11.1
[40] O=C(CSc1n[nH]c(-c2cccs2)n1)NCc1ccc2c(c1)OCO2
 : -0.07	-0.35	-386.7
[41] COC(=O)c1ccc(NC(=O)CSc2nc(C)cc(=O)[nH]2)cc1
 : 0.25	-0.18	62.5
[42] O=C(Nc1cccc2cccc(NC(=O)c3ccco3)c12)c1ccco1
 : -0.02	1.6	-317.1
[43] O=C(CN1CCSCC1)N/N=C/c1ccccc1F
 : -0.12	-0.52	·
[44] COCC(C)NCc1cccc(C)c1 (stereo unspecified)
 : -0.2	-0.79	-15.4
[45] Cc1ccc(Nc2cccccc2=O)cc1
 : -0.66	-0.56	·
[46] O=C(CSc1nnc(-c2ccccc2F)o1)OCc1ccccc1
 : -0.26	-0.58	-321.1
[47] [N-]=[N+]=CC(=O)CCCN1C(=O)c2ccccc2C1=O
 : 0.35	-0.3	-33.3
[48] O=C(c1ccccc1)c1nc[nH]c1C(=O)Nc1ccccn1
 : 0.14	0.51	·
[49] COc1ccc(NC(=O)CSc2nnc(Cc3cccs3)n2-c2ccc(C)cc2)cc1
 : -0.75	-1.36	-5.6
[50] CCCCN(C)CCC(=O)Nc1ccc(OC)cc1OC
 : 0.21	0.04	-36.8
[51] Cc1ccc(NC(=S)N2CCCN(Cc3ccc(F)cc3)C2)c(C)c1
 : ·	·	-33.3
[52] O=C(CN1CCN(c2ccccc2F)CC1)Nc1ccccc1F
 : 0.11	-0.37	-267.4
[53] Cc1cccc(NC(=S)N(CCN(C)C)C(C)c2cccnc2)c1 (stereo unspecified)
 : ·	·	-35.7
[54] CCOC(=O)C(NC(=O)c1ccccc1)(Nc1nnc(C)s1)C(F)(F)F (stereo unspecified)
 : 1.02	0.92	-81.0

Next records:
57) COc1cccc(C(=O)NCc2ccc(-c3nc4ccccc4s3)cc2)c1
58) CCC(=O)Nc1nnc(SCC(=O)Nc2ccc(F)cc2)s1
59) CCCCNC(=O)c1ccc2c(=O)n(CCCOCC)c(=S)[nH]c2c1
60) Cc1cc(C(F)(F)F)nc(CCNCc2c(C(=O)N3CCCC3)nc3ccccn23)n1
61) N#CCc1nc2n(n1)Cc1ccccc1-2
62) CCCCC(c1nnnn1CS(=O)(=O)c1ccc(C)cc1)N1CCN(C)CC1 (stereo unspecified)
63) O=C(NNC(=S)Nc1ccc(Cl)cc1Cl)c1ccncc1
64) CC(C)COCC(O)CC(Cc1ccccc1)C(=O)NN (stereo unspecified)
entry no. | 57 | 58 | 59 | 60 | 61 | 62 | 63 | 64
sdo1 growth | -0.88 | 0.59 | -0.18 | · | 0.14 | · | 0.92 | ·
sdo1 growth Rescue 24 h | 0.53 | 0.76 | -0.48 | · | -0.38 | · | 0.73 | ·
Insulin prom inh | 30.0 | -7.7 | 10.5 | 4.3 | 0.0 | -175.0 | · | 34.8
